# Y pestis TopoI: Y. pestis Topo-I inhibition via cleavage products; activity, % at 10 µM; hit rate 0.064% among 360,000; Y. pestis Topo-I cleavage product accumulation, plate reader; in the data active = activity above about 50%, passing the limit was not always enough; inconclusive = no clear call, values can overlap the other calls; also: inactives centre near 2
# BoNT A protease: inhibitors of Botulinum neurotoxin A light chain protease; multiplex microsphere protease substrate cleavage, flow cytometry; inhibition, % at 10 µM; hit rate 0.17% among 360,000; also: plate controls were buffer without enzyme for full effect and enzyme alone for no effect
# DUSP3 inh: inhibitors of human VHR1 phosphatase (DUSP3) | P51452 | recombinant VHR phosphatase, pNPP absorbance | inhibition, % at 13.3 µM | hit rate 0.52% among 290,000 | AID 1654; in the data active = inhibition above about 50%; also: some compounds called inactive have numbers as strong as hits
# Target sequence (P51452 whole entry, looked up): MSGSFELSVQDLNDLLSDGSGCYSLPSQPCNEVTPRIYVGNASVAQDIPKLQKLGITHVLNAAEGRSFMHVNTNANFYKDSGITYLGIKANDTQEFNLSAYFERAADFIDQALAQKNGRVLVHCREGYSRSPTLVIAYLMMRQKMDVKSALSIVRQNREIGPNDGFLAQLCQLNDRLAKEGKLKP
# PfHsp40 yeast: restores yeast growth despite PfHsp40 toxicity; growth rescue, % at 12.5 µM; AID 504582; S. cerevisiae expressing PfHsp40, growth rescue, ATP luminescence; hit rate 0.68% among 340,000; in the data active = growth rescue above about 28%, passing the limit was not always enough; inconclusive = no clear call, values can overlap the other calls;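 also: yeast W303a lacking pdr1 and pdr3 grown in galactose medium; growth measured after three days at 30 °C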
# CCHF vOTU inh: CCHFV vOTU protease inhibition. Pep-AMC fluorescence. inhibition, % at 11.5 µM. hit rate 0.55% among 370,000. AID 651958; in the data active = inhibition above about 30%; also: 0% = vehicle wells with enzyme and 100% = no enzyme wells
# SARS 3CLpro inh: SARS-CoV 3CLpro protease inhibition; recombinant SARS-CoV 3CLpro, quenched FRET peptide cleavage; hit rate 0.14% among 290,000; inhibition, % at 6 µM; P0C6X7; in the data active = inhibition above about 12%
# PriA SSB inh: inhibitors of Klebsiella pneumoniae PriA binding to SSB C-terminal tail. AlphaScreen SSBct-PriA binding, biotinylated peptide. inhibition, % at 33 µM. hit rate 0.6% among 430,000. AID 1272365; in the data active = inhibition mostly above about 37%, no sharp cut-off; inactive = mostly below about 20%;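 also: plate controls were negative control peptide for no effect and reference peptide for full effect; strong numbers were not always called active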
# BH1578 lux ind: induces V. cholerae light production without autoinducers. V. cholerae BH1578 lux reporter, luminescence, 6 h. activation, % at 18.7 µM. hit rate 0.16% among 350,000. AID 588436; in the data active = activation mostly above about 9.7%, no sharp cut-off; inconclusive = no clear call, values can overlap the other calls; inactive = mostly below about 3.7%; also: not every result past the cut was called active; inactives centre near 0; reference of the scale not given here
# TcdB inh: inhibitors of Clostridioides difficile toxin B glycohydrolase | P18177 | TcdB glycohydrolase enzymatic assay, plate reader | inhibition, % at 9.99 µM | hit rate 0.24% among 350,000 | AID 652162; in the data active = inhibition above about 10%
# Anthrax LF inh2: anthrax lethal factor protease inhibition. multiplex microsphere protease cleavage assay, LF. inhibition, % at 10 µM. hit rate 0.12% among 360,000; also: plate controls were buffer without enzyme for full effect and enzyme alone for no effect
# Target sequence (P15917 whole entry, looked up): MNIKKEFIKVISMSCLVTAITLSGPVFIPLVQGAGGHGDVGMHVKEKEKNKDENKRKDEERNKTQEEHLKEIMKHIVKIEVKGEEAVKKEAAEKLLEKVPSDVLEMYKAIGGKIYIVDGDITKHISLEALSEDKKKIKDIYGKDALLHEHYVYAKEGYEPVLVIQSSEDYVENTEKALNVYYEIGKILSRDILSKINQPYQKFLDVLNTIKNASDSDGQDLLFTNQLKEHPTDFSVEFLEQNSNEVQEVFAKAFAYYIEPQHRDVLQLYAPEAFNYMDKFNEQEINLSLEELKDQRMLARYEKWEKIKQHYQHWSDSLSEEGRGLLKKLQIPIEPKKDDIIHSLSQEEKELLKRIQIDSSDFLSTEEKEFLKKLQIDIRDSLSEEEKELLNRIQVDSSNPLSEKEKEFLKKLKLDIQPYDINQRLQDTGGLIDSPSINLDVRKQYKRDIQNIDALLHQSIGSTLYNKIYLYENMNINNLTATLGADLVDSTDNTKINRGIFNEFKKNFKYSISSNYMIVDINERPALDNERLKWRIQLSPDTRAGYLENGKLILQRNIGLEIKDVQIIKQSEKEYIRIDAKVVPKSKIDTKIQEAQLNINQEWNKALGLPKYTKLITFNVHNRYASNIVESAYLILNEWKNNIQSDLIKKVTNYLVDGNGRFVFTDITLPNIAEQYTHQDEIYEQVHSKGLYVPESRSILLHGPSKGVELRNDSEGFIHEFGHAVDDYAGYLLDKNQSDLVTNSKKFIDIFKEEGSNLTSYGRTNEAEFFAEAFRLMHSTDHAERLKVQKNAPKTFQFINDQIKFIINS
# * = called active by the depositor; i = inactive; ? = inconclusive; . = not tested or not shown. Rule as the data show it, unless noted: active = inhibition above about 30%; inconclusive = no clear call, values can overlap the other calls; inactive = below that.
item	molecule	Y pestis TopoI	BoNT A protease	DUSP3 inh	PfHsp40 yeast	CCHF vOTU inh	SARS 3CLpro inh	PriA SSB inh	BH1578 lux ind	TcdB inh	Anthrax LF inh2
1	CN(C)S(=O)(=O)c1ccc2c(c1)nc(CCC(=O)NCCc1ccc(Cl)cc1)n2C	5.2	-0.7	-16.2	0.5	-10.6	-1.1	5.2	i	0.7	2.8
2	O=C(CC1(O)C(=O)N(Cc2ccccc2)c2ccccc21)c1ccncc1 (stereo unspecified)	7.6	-0.2	21.7	-1.9	-3.7	5.7	-6.7	1.1	.	-0.8
3	O=C(CNC(=O)c1cccc(F)c1)N/N=C/c1cccs1	1.6	-2.1	9.5	.	0.9	1.7	.	-0.2	0.6	-6.9
4	O=c1c2c([nH]c3ccccc13)CCCC2	-0.5	-0.4	-22.8	0.5	-4.5	3.2	-5.6	-16.7	.	-1.0
5	O=C1c2cccc(OCc3ccc(F)cc3)c2CCN1Cc1ccccc1	?	-0.1	12.1	3.3	9.9	3.1	-45.7	i	.	-1.1
6	O=C1CC2(CCN(C(=O)c3cccc(Cl)c3)CC2)Oc2ccccc21	20.1	0.3	.	1.1	-5.1	.	5.1	-0.7	1.5	-5.1
7	O=C(O)C1CC=CCC1C(=O)Nc1ccc(S(=O)(=O)N2CCCc3ccccc32)cc1 (stereo unspecified)	-0.1	0.2	3.5	0.4	6.0	1.2	-18.1	i	.	-2.5
8	O=C(Nc1ccc(Cl)c(Cl)c1)c1ccncc1	-7.1	-0.7	29.6	0.9	4.2	2.3	-7.2	-11.1	.	-0.4
9	Cc1cc(C)nc(S/C=C/C(=O)c2ccccc2F)n1	-2.6	-0.1	-25.5	0.2	-2.5	-3.6	-7.5	-1.1	0.3	-4.5
10	COc1ccc(CCNS(=O)(=O)c2ccccc2[N+](=O)[O-])cc1OC	6.7	1.5	-23.7	-1.2	-2.8	-3.2	6.9	1.2	1.0	4.8
11	N#Cc1c(NC(=O)CSc2nnnn2C2CCCC2)sc2c1CCCC2	4.9	-0.7	22.7	1.8	1.2	-2.4	-1.6	-1.7	.	0.3
12	C=CCn1c(C)nnc1SCC(=O)N1CCN(S(=O)(=O)c2ccccc2)CC1	3.6	-0.7	12.7	-0.2	11.2	-1.4	-0.2	-0.3	0.7	-8.0
13	COc1ccc(-c2cc(C(F)(F)F)n3ncc(C(=O)N(C)Cc4ccccc4)c3n2)cc1	35.9	-0.5	30.9	1.4	3.6	1.8	-37.1	0.2	-0.6	-2.2
14	COc1ccc(CCNC(=O)CCS(=O)(=O)c2ccc3c(c2)oc(=O)n3C)cc1OC	-3.9	-0.6	-13.6	2.3	-7.9	-0.2	-8.4	-0.5	0.0	1.2
15	CC(C)(C)NC(=O)CN(CCc1ccccc1)C(=O)c1csnn1	5.6	-1.8	26.1	-0.6	7.3	0.7	0.4	-0.4	0.4	-1.8
16	CC1(C(=O)Nc2cccc(OC(F)(F)F)c2)Cc2c(-c3cccc(C(F)(F)F)c3)ccnc2O1 (stereo unspecified)	9.1	-0.6	.	.	40.5*	.	.	0.5	-0.5	-2.9
17	Cc1cc(C(F)(F)F)nc(NNc2nc(C)cc(C(F)(F)F)n2)n1	1.1	-0.7	.	.	20.6	.	.	0.0	0.9	-2.7
18	CC(=O)Nc1ccc(SCC(=O)c2cc(C)n(CC(F)(F)F)c2C)cc1	-5.1	-0.4	11.9	1.2	6.2	1.0	-9.6	-0.4	.	-3.4
19	O=C(CSc1ccc2nnc(-c3ccccc3)n2n1)NCc1ccco1	3.0	?	9.1	1.3	-4.7	1.8	1.6	2.6	.	-5.7
20	O=C(Nc1ccccn1)c1cc(-n2cnnc2)ccc1Cl	-0.5	0.6	3.5	-1.2	2.1	-3.4	-11.5	-3.0	.	-1.5
21	Cc1ccc(NC(=O)CN(C)C(=O)COc2cc(F)ccc2[N+](=O)[O-])cc1	2.1	-0.3	11.9	-0.5	1.6	-0.4	10.6	-0.2	1.4	-5.8
22	CNC(=O)c1ccsc1NC(=O)c1ccc2c(c1)CCCC2	5.4	-1.6	-3.6	0.1	-2.0	4.5	-1.4	-0.2	0.2	-2.8
23	O=C(O)c1ccc(Cn2ccc3ccccc32)o1	-7.4	?	-10.3	0.1	-0.4	0.0	1.7	i	-0.1	-11.8
24	CCCNC(=O)N1CCN(S(C)(=O)=O)CC1	6.1	-0.2	15.1	-0.9	7.7	-1.6	4.4	-0.9	0.1	1.4
25	O=C(CCN1C(=O)/C(=C\c2cccc(Br)c2)SC1=S)NCCCN1CCOCC1	31.1	-1.6	16.3	-1.7	5.9	4.0	-1.4	-0.3	0.8	0.8
26	COc1ccc(C(=O)O)cc1S(=O)(=O)NC1CCN(Cc2ccccc2)CC1	-3.3	1.0	.	4.9	10.2	.	-4.1	3.4	10.0	-5.3
27	CCN(CC)c1ccc(/C=N/NC(=O)c2ccco2)c(O)c1	-11.5	.	8.7	-1.2	2.0	-1.3	.	-0.5	0.0	.
28	CCc1ccc(C(=O)NC(CCSC)C(=O)O)cc1 (stereo unspecified)	5.7	-0.5	-1.2	0.1	-3.6	5.9	-24.2	i	.	-0.8
29	O=C(O)c1ccc(/C=N/NC(=O)c2cc3ccccc3cc2O)cc1	-3.1	0.1	.	1.5	19.2	.	.	i	0.9	0.4
30	O=C(N/N=C/c1cc(Br)c(O)c(Br)c1)c1cccc(C(F)(F)F)c1	6.9	-0.6	-3.9	-3.2	14.8	0.0	.	-0.2	.	-0.7
31	COc1ccc(-c2ocnc2C(=O)N2CCN(Cc3cccnc3)CC2)cc1	1.6	-8.2	22.8	-0.9	-12.5	0.2	-1.2	0.0	2.0	6.0
32	CCOC(=O)N1CCN(C(=O)CNC(=O)c2ccc(Cl)cc2)CC1	5.1	3.4	2.5	-0.7	19.3	0.4	-8.6	i	0.9	1.1
33	COc1ccc(Cl)cc1Nc1nc(-c2sc(NC(=O)c3ccco3)nc2C)cs1	-4.8	0.2	4.1	-0.2	13.3	6.2	8.3	i	0.4	-2.5
34	O=C(c1ccccc1)c1nccn1-c1ccc(Cl)nn1	-1.7	-1.7	22.4	-0.6	-4.3	0.6	-12.1	i	1.0	-3.3
35	Cc1cc(NC(=O)CSc2nc3c([nH]c4ccccc43)c(=O)n2-c2ccccc2F)no1	20.5	-2.1	0.3	-0.2	3.8	4.9	14.5	2.5	0.8	-3.0
36	Cc1ccccc1NC(=S)N1CCN(C(=O)c2ccco2)CC1	-6.4	-0.7	10.6	1.3	-7.7	7.9	-5.9	i	0.1	-0.5
37	CC(=O)N1c2ccccc2C(C)(c2ccccc2)CC1(C)C (stereo unspecified)	24.2	0.3	28.6	-0.4	.	0.1	-16.4	i	.	-6.5
38	O=C(COc1ccccc1)Nc1nnc(C23CC4CC(CC(C4)C2)C3)s1	-1.2	-0.4	0.2	-0.8	-4.1	-1.5	-11.5	-0.6	1.2	-13.9
39	Cc1ccc(S(=O)(=O)CC(c2ccccc2)N2CCOCC2)cc1 (stereo unspecified)	0.1	-0.3	14.3	-1.1	-14.1	-0.6	-7.5	i	.	-2.0
40	COc1ccc(S(=O)(=O)Nc2cc(Sc3ncn[nH]3)c(O)cc2C)cc1	3.2	-0.5	.	.	7.1	.	-13.5	i	-19.7	-2.8
41	COc1ccc(C(=O)Nc2ccc(C(=O)Nc3cccnc3)cc2)cc1	-5.5	-0.7	-2.3	-0.9	-7.5	-4.4	-6.6	2.0	0.1	-1.0
42	COc1cccc(CN(C)C(=O)c2ccc3nccnc3c2)c1	-2.8	2.5	24.4	-1.6	2.2	-1.7	-6.8	i	.	2.2
43	N#Cc1nc(Cc2cccc3ccccc23)oc1NCCCN1CCOCC1	13.5	0.1	10.2	-1.2	19.4	2.0	5.7	0.9	-0.8	-3.1
44	O=S(=O)(/N=C(/Nc1ccccc1)c1ccccc1)c1cccs1	-3.6	-0.5	0.4	-1.0	1.5	-4.5	.	-0.2	1.5	-2.9
45	O=C(NCc1ccncc1)C1CCN(S(=O)(=O)c2ccccc2)CC1	9.8	6.3	.	-0.3	9.4	.	-23.1	3.5	1.5	0.6
46	COc1cccc(C#Cc2c(C=O)n(C)c3ccccc23)c1	-5.3	36.3*	.	0.6	-3.1	.	-24.5	2.2	-1.2	37.1*
47	C/C(=N/NC(=O)CNC(=O)c1ccccn1)c1cccc([N+](=O)[O-])c1	1.6	-0.6	10.6	0.1	9.5	-3.1	.	i	5.4	-6.3
48	CCOC(=O)C(C)Sc1nnc(NC(=O)c2ccc3c(c2)OCO3)s1 (stereo unspecified)	-7.8	0.0	15.2	-3.2	15.9	-0.7	3.2	-5.9	2.5	-3.3
49	Cc1ccc(NC(=O)c2cccc(OCc3c(C)noc3C)c2)c(C)c1	0.9	0.0	-0.2	0.3	-0.6	0.4	-9.3	0.1	.	6.3
50	Cc1sc(NC(=O)CN2CCOCC2)nc1-c1ccc2c(c1)CCN2S(=O)(=O)c1ccccc1	3.4	1.6	14.6	-0.4	-8.3	-2.0	12.4	6.7	0.7	4.7
51	CCCCOP(=O)(OCCCC)C(Nc1ccc(C(=O)OCC)cc1)c1ccncc1 (stereo unspecified)	10.7	1.2	2.4	1.9	17.4	-2.1	-8.1	i	0.9	6.3
52	c1ccc(COc2ncnc3c2ncn3CCCNCC2CCCO2)cc1 (stereo unspecified)	3.3	-0.4	.	-0.5	-8.6	.	-5.6	i	0.6	-8.8
53	CC(C)CNC(=O)c1cccc(NC(=O)CSc2ccc(Cl)cc2)c1	19.3	-1.0	16.4	0.2	10.9	2.7	-28.9	i	.	-2.3
54	CCCCc1noc2c1/C(=N\O)CC(c1ccccc1)C2 (stereo unspecified)	4.1	-0.5	27.4	-1.3	1.7	-1.6	.	1.0	.	0.4
55	C=CC(=O)Nc1ccc(CN2C(=O)N(c3c(Cl)c(OC)cc(OC)c3Cl)Cc3cnc(NCCCCN(CC)CC)nc32)cc1	-27.5	0.2	.	1.9	.	.	20.7	-7.1	.	-16.1
56	COc1cnc(-c2ccccn2)nc1N(C)C	-11.1	-2.1	2.2	-0.3	-6.3	-1.8	98.4*	-0.3	1.5	-3.0
57	CCC(C)C(CO)NCCCn1cnc2c(OCc3ccccc3)ncnc21 (stereo unspecified)	1.5	-0.1	.	.	-6.0	.	.	-0.5	1.1	3.0
58	CCOc1ccccc1NC(=O)c1cccnc1	-0.7	-0.9	.	1.1	1.8	-0.3	-14.9	6.6	.	-3.7
59	CC1CCCN(CCCCOc2cccc(Br)c2)C1 (stereo unspecified)	-2.9	1.5	-3.6	-0.4	2.8	4.3	0.2	-0.1	.	-0.9
60	COc1ccc(CCC(=O)N2CCCSC2=Nc2ccc(C(C)=O)cc2)cc1	11.5	0.8	-22.2	0.6	-8.8	-2.3	-6.2	-0.2	.	-1.8

# Going on with the list:
item	molecule	Y pestis TopoI	BoNT A protease	DUSP3 inh	PfHsp40 yeast	CCHF vOTU inh	SARS 3CLpro inh	PriA SSB inh	BH1578 lux ind	TcdB inh	Anthrax LF inh2
61	CCCCN1CC(=O)N2[C@H]3c4cc(C)ccc4OC[C@@H]3[C@H](c3ccccc3)[C@]2(C)C1=O	23.5	-0.6	.	-0.5	4.2	.	2.4	-0.7	1.0	-7.1
62	CCC(c1nnnn1Cc1ccc(OC)cc1)N1CCN(C(=O)c2ccco2)CC1 (stereo unspecified)	8.2	-5.0	-2.7	-0.3	2.6	4.2	-7.5	-0.1	0.9	-8.4
63	Cc1cccc(NS(=O)(=O)c2cc(OCC(N)=O)c(C)cc2Cl)c1	15.9	-0.9	4.4	1.4	12.3	2.2	9.8	-0.2	.	1.0
64	CCc1ccc(NC(=O)CSc2nc3ccccc3c(=O)n2CCN2CCOCC2)cc1	17.4	?	5.0	0.6	-2.0	-1.9	4.3	-0.2	.	-3.7

# High-throughput results as filed in PubChem.

# These rows are one share of the data. The share of hits here may be higher or lower than overall.
